Source: PubChem (several laboratories)
HTR2A ag = mouse HTR2A agonism via beta-arrestin recruitment | CHO-K1 mHTR2A beta-arrestin complementation, luminescence; percent of 30 µM serotonin response | 0.66% of 360,000 active | AID 624169 | activation, % at 7.6 µM | P35363;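 active = activation above a run cutoff, the mean activation of all tested compounds plus 3 SD, cut at about 14% in these data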;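 note: 0% = plate median of compound wells and 100% = 30 µM serotonin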
Target sequence (P35363 whole entry, looked up): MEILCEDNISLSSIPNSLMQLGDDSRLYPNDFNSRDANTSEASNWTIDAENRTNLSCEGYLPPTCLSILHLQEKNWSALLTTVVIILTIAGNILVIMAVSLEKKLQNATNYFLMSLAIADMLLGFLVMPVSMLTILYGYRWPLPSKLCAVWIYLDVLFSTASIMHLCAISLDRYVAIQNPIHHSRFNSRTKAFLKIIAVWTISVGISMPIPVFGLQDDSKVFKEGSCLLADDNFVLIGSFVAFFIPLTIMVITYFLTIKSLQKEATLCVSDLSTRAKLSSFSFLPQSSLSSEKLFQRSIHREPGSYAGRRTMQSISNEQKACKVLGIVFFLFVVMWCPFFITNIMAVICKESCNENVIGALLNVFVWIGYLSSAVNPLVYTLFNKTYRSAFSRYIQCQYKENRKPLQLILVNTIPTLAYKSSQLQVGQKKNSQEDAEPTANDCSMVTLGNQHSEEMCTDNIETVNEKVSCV
iPSC survival up = hiPSC single-cell survival enhancement; AID 602274; ATPlite luminescence; 100% = ROCK inhibitor wells, 0% = DMSO; 0.044% of 360,000 active; survival enhancement, % at 20 µM; in the data active = survival enhancement above about 18%;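 note: cells exposed to compounds for 16 hours before the ATP read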
ABCB6 inh 2 = blocks the human ABCB6 transporter. K562-ABCB6 porphyrin accumulation, flow cytometry, 1 h; hits give low values. fluorescence ratio to DMSO, % at 10 µM. 0.19% of 360,000 active. AID 602162;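 active = fluorescence ratio to DMSO below 75%, the collection mean minus 3 SD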;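 note: signal is porphyrin accumulated inside mitochondria; 100% equals median channel fluorescence of DMSO control wells; lower ratio means ABCB6 inhibition with less porphyrin fluorescence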
MC4R antagonist = blocks human MC4R cAMP signaling | P32245 | MC4R-expressing cells, MTII-stimulated cAMP, LANCE TR-FRET | inhibition, % at 6.5 µM | 0.48% of 360,000 active | AID 540295;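 active = inhibition above its plate's cutoff, the mean of tested wells on that plate plus 3 SD, cut at about 29% in these data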;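 note: 0% = Melanotan II alone and 100% = Melanotan II plus saturating MCL0020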
Target sequence (P32245 whole entry, looked up): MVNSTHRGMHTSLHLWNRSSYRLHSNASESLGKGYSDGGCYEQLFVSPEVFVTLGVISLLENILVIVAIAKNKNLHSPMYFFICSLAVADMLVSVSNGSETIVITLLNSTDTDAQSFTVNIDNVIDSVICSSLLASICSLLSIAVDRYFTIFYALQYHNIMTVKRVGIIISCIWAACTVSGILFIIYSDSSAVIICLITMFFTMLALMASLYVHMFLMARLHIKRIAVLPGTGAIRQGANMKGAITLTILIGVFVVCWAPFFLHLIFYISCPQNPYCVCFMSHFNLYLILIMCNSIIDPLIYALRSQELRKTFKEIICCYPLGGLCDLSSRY
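Material – human MC4R-expressing U2OS cells · Repeats – no replicates · Detection – TR-FRET with Eu-cAMP and labeled anti-cAMP, 671 nm · Times – compound 30 min, challenge 1 h, detection 1 h · Compound – single nominal compound dose of 6.5 µM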
ABHD5 PLIN5 PPI = ABHD5-PLIN5 protein interaction inhibition; Q00G26+Q8WTS1; Split G. princeps luciferase complementation, luminescence, 4 h; inhibition, % at 4 µM; 0.78% of 360,000 active; AID 602281;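 active = inhibition above the mean inhibition across every tested compound plus 3 SD, cut at about 22% in these data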;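 note: 0% = DMSO only wells and the 100% control is not disclosed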
N-glyco inh = N-linked glycosylation inhibition; D54 ERlucT glycosylation luciferase reporter, 24 h; percent of 100 nM tunicamycin response; reporter increase, % at 12.5 µM; 0.23% of 360,000 active;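 active = mean luciferase reporter signal, scaled so untreated is 0 and the glycosylation-blocking control 100, at or above a set limit in every replicate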;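 note: luciferase carries N-glycosylation sites so blocking glycosylation raises the light; 0% = median of neutral control wells and 100% = median of 100 nM tunicamycin wells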
H9c2 protect = protects H9c2 cardiomyocytes from peroxide injury. AID 588492. protection from H2O2 cell death, % at 20 µM. H2O2 injury protection, ATPLite, 2 h. 0.63% of 360,000 active;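 active = compounds giving at least 50% protection of heart cells from peroxide-induced death in the single-dose screen, raw or plate-pattern-corrected value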;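 note: 0% = DMSO wells with peroxide and 100% = DMSO wells without peroxide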
MC4R barr agon = activates human MC4R beta-arrestin recruitment | P32245 | U2OS MC4R beta-arrestin complementation, luminescence; percent of melanotan II response, DMSO zero | activation, % at 8.9 µM | 0.98% of 360,000 active | AID 540308;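 active = activation above a per-plate cutoff, the mean activation of sample wells on that plate plus 3 SD, cut at about 8% in these data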
aDG glyco act = increases alpha dystroglycan glycosylation; AID 624168; 0.22% of 360,000 active; Pro5-aDG cells, alpha-DG glycosylation AlphaScreen (IIH6); 0% Pro5, 100% B10-LARGE cell signal; activation, % at 10 µM;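 active = activation of at least 8% versus controls, or a plate z-score of at least 8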;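 note: Pro5 are CHO cells carrying HIG-tagged alpha-DG that lacks glycosylation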
Exocytosis inh = lytic granule exocytosis inhibition | TALL-104 LAMP-1 surface exposure, flow cytometry; cells stimulated with thapsigargin and PMA | inhibition, % at 10 µM | 0.66% of 360,000 active | AID 651702;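 active = inhibition above about 55%, limit read from the data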
Numbers without * were called inactive; · = no result given.

1) O=C(COC(=O)c1ccc(Cl)c(S(=O)(=O)N2CCOCC2)c1)NCc1ccco1
2) Cc1ccc(NC(=O)CSc2nnc(/N=C/N(C)C)s2)cc1
3) O=C(CSc1nc2ccsc2c(=O)n1NC(=O)c1ccccc1)Nc1nccs1
4) COc1cc(CC(=O)Nc2cc(S(=O)(=O)N3CCOCC3)ccc2N2CCCC2)cc(OC)c1OC
5) COc1ccc2c(c1)c(C(=O)O)c(C)n2CCc1ccc(OC)c(OC)c1
6) O=C(CCc1nc2ccccc2c(=O)[nH]1)N1CCN(S(=O)(=O)c2cccc([N+](=O)[O-])c2)CC1
7) O=S(=O)(NCCSCc1ccc(Cl)cc1Cl)c1ccc2c(c1)OCCO2
8) Cn1c(=O)c2c(ncn2Cc2ccccc2)n(C)c1=O
9) COc1ccccc1C(=O)OCc1c(F)cccc1Cl
10) O=c1c(Cl)c(N2CCN(c3ccc(F)cc3)CC2)cnn1C12CC3CC(CC(C3)C1)C2

entry no.	1	2	3	4	5	6	7	8	9	10
HTR2A ag	6	0	-1	-6	-2	2	-8	7	9	-4
iPSC survival up	-0.4	1.0	1.2	1.1	-0.7	-0.3	4.4	0.8	-2.1	1.3
ABCB6 inh 2	99	99	102	100	100	97	88	98	94	97
MC4R antagonist	23	-3	-2	6	4	4	8	5	7	29*
ABHD5 PLIN5 PPI	9	-3	-7	6	0	-6	-1	1	-1	-7
N-glyco inh	2	-1	-1	1	0	6	-1	0	-1	-1
H9c2 protect	-4	-1	4	2	4	70*	-16	0	-1	-2
MC4R barr agon	-1.9	-1.0	1.4	-1.0	-0.1	-3.1	6.2	0.3	-0.5	2.9
aDG glyco act	-0.1	0.3	-0.1	-0.2	0.0	0.1	-0.2	-0.2	0.3	0.1
Exocytosis inh	-6	-3	-1	0	0	-4	-1	2	2	-4

11) CCN(CC)C(=O)C1=C(C)N(CCC2=CCCCC2)C(=O)C(CC(=O)NCCN2CCOCC2)C1 (stereo not drawn)
12) CCN(CC)C(=O)C1CCCN(c2ccccc2[N+](=O)[O-])C1 (stereo not drawn)
13) CC(NC(=O)Cn1cnnn1)c1cccc(C(F)(F)F)c1 (stereo not drawn)
14) O=C(Cn1cc(F)c(=O)[nH]c1=O)NCCO
15) O=C(NCC1CCCO1)C1CCN(S(=O)(=O)N2CCCC2)CC1 (stereo not drawn)
16) CC(=O)Nc1ccc(S(=O)(=O)NCCC(=O)OCc2nc(N)nc(Nc3ccccc3C)n2)cc1
17) COc1ccc(S(=O)(=O)N2N=C(C)Oc3ccccc3C2=O)cc1
18) CCCCn1c(N)c(N(CCOC)C(=O)c2cccc(S(=O)(=O)N(C)c3ccc(C)cc3)c2)c(=O)[nH]c1=O
19) COc1cc(OC)cc(C(=O)Nc2ccc3c(c2)n(C)c(=O)n3C)c1
20) CCC(=O)Nc1cccc(NC(=S)NC(=O)c2ccccc2Cl)c1

entry no.	11	12	13	14	15	16	17	18	19	20
HTR2A ag	0	1	6	4	-6	-2	3	3	1	0
iPSC survival up	1.7	0.3	1.2	0.1	-2.2	-0.5	-1.8	1.3	-0.6	-1.9
ABCB6 inh 2	100	103	94	102	97	85	104	97	92	95
MC4R antagonist	-2	1	-8	4	20	2	-17	6	3	3
ABHD5 PLIN5 PPI	2	2	-4	3	-5	0	7	4	0	4
N-glyco inh	2	-1	3	-1	-1	1	21	1	16	-2
H9c2 protect	3	-8	-1	3	4	6	7	2	6	3
MC4R barr agon	1.9	-2.3	-2.1	-0.7	0.1	-2.9	-1.4	-2.0	-2.0	-1.8
aDG glyco act	0.2	0.2	0.0	-0.2	-0.1	0.1	0.1	0.1	0.1	0.3
Exocytosis inh	-4	-1	3	-2	-2	6	3	-8	-5	0

Exported as labelled records: part of the list above.
18	CCCCn1c(N)c(N(CCOC)C(=O)c2cccc(S(=O)(=O)N(C)c3ccc(C)cc3)c2)c(=O)[nH]c1=O
  HTR2A ag = 3; iPSC survival up = 1.3; ABCB6 inh 2 = 97; MC4R antagonist = 6; ABHD5 PLIN5 PPI = 4; N-glyco inh = 1; H9c2 protect = 2; MC4R barr agon = -2.0; aDG glyco act = 0.1; Exocytosis inh = -8

19	COc1cc(OC)cc(C(=O)Nc2ccc3c(c2)n(C)c(=O)n3C)c1
  HTR2A ag = 1; iPSC survival up = -0.6; ABCB6 inh 2 = 92; MC4R antagonist = 3; ABHD5 PLIN5 PPI = 0; N-glyco inh = 16; H9c2 protect = 6; MC4R barr agon = -2.0; aDG glyco act = 0.1; Exocytosis inh = -5

20	CCC(=O)Nc1cccc(NC(=S)NC(=O)c2ccccc2Cl)c1
  HTR2A ag = 0; iPSC survival up = -1.9; ABCB6 inh 2 = 95; MC4R antagonist = 3; ABHD5 PLIN5 PPI = 4; N-glyco inh = -2; H9c2 protect = 3; MC4R barr agon = -1.8; aDG glyco act = 0.3; Exocytosis inh = 0

Continued.
21) CC1CCCCN1CCCNc1c(C=O)c(=O)[nH]c2ccccc12 (stereo not drawn)
22) CCOc1ccc(OCCC(=O)N(CC(C)C)c2c(N)n(Cc3ccccc3)c(=O)[nH]c2=O)cc1
23) COc1ccc(CCNS(=O)(=O)c2ccc3c(c2)CC(C)N3C(=O)C2CC2)cc1OC (stereo not drawn)
24) Cc1nonc1NC(=O)CSc1nnc(-c2ccoc2C)n1CC(C)C
25) CC(=O)c1cccc(OCC(O)CNCCc2ccc(Cl)cc2)c1 (stereo not drawn)
26) COc1ccc([C@H]2/C=C\CN(Cc3ccc(N(C)C)cc3)[C@@H](C)C(=O)N2Cc2ccc(F)cc2)cc1
27) COc1cc(NC(=O)CSc2nc(C)c(C)c(C)n2)c(C)cc1[N+](=O)[O-]
28) O=C(C1CCC(CNS(=O)(=O)c2cccc3nsnc23)CC1)N1CC=C(c2ccccc2)CC1 (stereo not drawn)
29) CCOC(=O)c1ccc(NC(=O)c2nc(SC)ncc2Cl)cc1
30) COc1ccc(CCNC(=O)c2ccc(CNc3nc(=S)[nH]c4ccccc34)cc2)cc1OC

entry no.	21	22	23	24	25	26	27	28	29	30
HTR2A ag	-2	1	-3	-2	-6	-7	5	12	8	2
iPSC survival up	0.7	0.1	1.6	-1.9	-0.4	-0.8	2.4	1.3	0.3	0.0
ABCB6 inh 2	106	93	103	103	102	96	106	89	96	99
MC4R antagonist	-1	7	8	2	1	5	9	2	4	5
ABHD5 PLIN5 PPI	2	-6	12	-3	-1	-11	4	8	-2	-4
N-glyco inh	2	-1	2	-1	0	0	1	-4	0	-2
H9c2 protect	8	2	-4	3	3	-10	2	-29	1	6
MC4R barr agon	-2.0	-0.7	-2.4	-1.2	-0.5	0.1	0.7	1.9	-0.4	-2.5
aDG glyco act	-0.1	-0.1	0.1	0.1	0.3	-0.5	-0.1	0.2	-0.1	-0.1
Exocytosis inh	18	-4	-2	5	4	2	-7	10	-12	2

31) COc1ccc(NC(=O)CSc2nncs2)cc1OC
32) Cc1nnc(NC(=O)CSc2ccc([N+](=O)[O-])cn2)s1
33) COc1ccc(C(=O)NCC(C)(C)CNC(=O)c2ccc(OC)cc2)cc1
34) CC(=NNC(=S)N1CC2CCC(CC2)C1)c1ccncn1
35) CC1(C)Cc2c(sc(NC(=O)c3ccc4c(c3)OCCO4)c2C(N)=O)C(C)(C)N1
36) Cc1nc(-c2ccccc2)sc1-c1nc(-c2ccncc2)ncc1S(=O)(=O)c1ccccc1
37) CCCc1nnc(NC(=O)CCC(=O)N2CCN(S(=O)(=O)c3ccc(OC)cc3)CC2)s1
38) Cc1nnc(NC(=O)C2CCN(c3nnnn3-c3ccccc3)CC2)s1
39) COc1ccc(Cl)cc1C(=O)NNC(=S)NC(=O)/C=C/c1ccco1
40) Cc1cccc(NC(=O)CSCC(=O)Nc2ccccc2C(=O)NC2CC2)c1

entry no.	31	32	33	34	35	36	37	38	39	40
HTR2A ag	1	5	-2	7	-2	-1	-2	8	-2	-1
iPSC survival up	-0.4	-0.4	-0.1	-2.2	0.0	-1.5	1.0	-2.4	-1.1	0.4
ABCB6 inh 2	95	95	94	93	99	105	95	101	94	94
MC4R antagonist	2	6	1	-3	5	7	11	4	9	7
ABHD5 PLIN5 PPI	4	0	6	-21	-2	-1	-2	4	3	7
N-glyco inh	0	1	-3	-12	-1	57*	-2	1	1	-2
H9c2 protect	-2	0	1	17	15	-2	-1	8	10	7
MC4R barr agon	-1.3	-2.9	-0.6	0.9	-3.5	-1.4	-1.6	3.6	-5.0	-0.8
aDG glyco act	-0.2	0.0	0.0	-0.3	0.4	-0.3	-0.2	0.0	0.1	0.0
Exocytosis inh	-2	-1	2	3	6	-1	-3	0	0	-4

41) O=C(CN1C(=O)S/C(=C\C=C\c2ccccc2)C1=O)Nc1ccccc1C(=O)O
42) On1nnc2ccc3ccccc3c21
43) O=C(Cn1c(=O)oc2cc(S(=O)(=O)N3CCCC3)ccc21)N1CCN(c2ccccn2)CC1
44) Cc1cccc(-c2nc(CS(=O)CC(=O)NC3CCCCC3)c(C)o2)c1 (stereo not drawn)
45) c1ccc(-c2ccc3c(c2)NC(C2Nc4cc(-c5ccccc5)ccc4O2)O3)cc1 (stereo not drawn)
46) Cc1nc2cccc(C(=O)NCc3ccccc3)c2o1
47) CSCCC1NC(=O)N(CC(=O)Nc2c(C(C)C)cccc2C(C)C)C1=O (stereo not drawn)
48) Cc1c(-n2c(SC(C)C(=O)NC(N)=O)nc3ccccc3c2=O)c(=O)n(-c2ccccc2)n1C (stereo not drawn)
49) O=C(Cc1cccs1)Nc1nc2ccccc2s1
50) CC1Cc2ccccc2N1C(=O)CCn1c(=O)sc2ccccc21 (stereo not drawn)

entry no.	41	42	43	44	45	46	47	48	49	50
HTR2A ag	1	0	-4	-5	-2	5	-3	-1	-4	-2
iPSC survival up	-0.4	-2.0	-0.6	0.4	0.3	0.8	-0.8	-0.2	0.1	0.5
ABCB6 inh 2	81	99	87	108	92	96	96	100	93	97
MC4R antagonist	2	9	-1	1	-3	2	-5	-3	2	-2
ABHD5 PLIN5 PPI	6	-3	-2	3	3	1	-8	5	-4	-8
N-glyco inh	-1	1	-2	1	0	2	0	0	-3	-2
H9c2 protect	-2	7	12	2	4	22	-2	3	-7	9
MC4R barr agon	-0.3	-2.3	0.5	-2.2	-0.2	-1.7	-0.9	-1.5	-0.3	-0.5
aDG glyco act	-0.2	-0.3	0.0	0.1	0.1	0.0	-0.3	-0.2	-0.1	0.8
Exocytosis inh	-3	0	7	0	16	1	-4	0	2	-6

51) CCCCc1ncc(CN2CCC(n3nccc3NC(=O)C(OC)c3ccccc3)CC2)[nH]1 (stereo not drawn)
52) Cc1nc(N2CCN(Cc3ccc4c(c3)OCO4)CC2)c2cc(-c3ccccc3)sc2n1
53) CCC1COC(c2cccn2Cc2ccc(Cl)cc2)=N1 (stereo not drawn)
54) CN1OC[C@@H]2CN(C(=O)c3cccnc3)[C@H](c3ccc(N4CCCCC4)cc3)C[C@@H]21

entry no.	51	52	53	54
HTR2A ag	-6	-10	3	1
iPSC survival up	-0.5	0.5	2.9	5.7
ABCB6 inh 2	93	99	102	94
MC4R antagonist	7	9	6	·
ABHD5 PLIN5 PPI	6	-7	-1	7
N-glyco inh	1	-5	-2	2
H9c2 protect	4	-1	-3	8
MC4R barr agon	-0.1	3.3	1.9	·
aDG glyco act	0.0	0.2	-0.1	0.1
Exocytosis inh	2	13	5	1
